ELG1 genotox – inducers of genotoxicity in HEK293T ELG1-luciferase cells; actives 1.3% (n = 330,000); HEK293T ELG1-luciferase reporter, luminescence, 16 h; Potency, µM (top dose mostly 46 µM), inactives show top-dose activity change, positive = activation, hits mostly activators; note: potency is the fitted concentration of half-maximal effect; % of control where 0% means no effect; nearly all actives have a fitted effect of over 60% in size
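Screening used a luciferase reporter fused to human ELG1 in HEK293T cells. Luminescence was read on a CCD plate imager after 16 hr exposure and 30 min ONE-Glo incubation.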
TSG101-PTAP inh – blocks PTAP/TSG101 interaction to inhibit HIV-1 budding; Potency, µM (highest dose often 115 µM), for the others: at the highest dose activity change, negative = inhibition, actives largely listed as inhibitors; 340,000 tested, under 10 active; Fluorescence polarization, FITC-PTAP peptide / Tsg101 binding; Q99816; active = well fitted inhibition curve with a large enough effect in the main read-out, with a control signal flat, not every such curve was filed as active; inconclusive = small, poorly fitted or top-dose-only effect, or effect the other way, or a change in a side signal; inactive = no such curve, though single readings can be large or run the other way; note: potency is the fitted concentration of half-maximal effect; % of control where 0% means no effect
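Compounds were pin-transferred onto Tsg101 binding domain (10 uM final) in HEPES pH 7.5 buffer, then FITC-PTAP peptide was added at 50 nM final. After 20 min at RT, polarization reported peptide displacement across a qHTS concentration series.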
uPA generation – blocks generation of uPA at the cell surface; actives 0.31% (n = 330,000); Potency, µM (top dose mostly 38.3 µM), for the others: top-dose activity change, negative = inhibition, hits mostly inhibitors; cell surface uPA generation assay, qHTS; active = well fitted inhibition curve with a large enough effect; inconclusive = small, poorly fitted or top-dose-only effect; inactive = no such curve, though single readings can be large or run the other way; tested in mouse RAW 264.7 cells; note: potency is the fitted concentration of half-maximal effect; % is set by controls: 0 for no effect and ±100 for the full control effect; nearly all actives have a fitted effect of over 55% in size
Integrin act MD – integrin-mediated muscular dystrophy alleviation activation; actives 0.064% (n = 350,000); Potency, µM (series often up to 38.3 µM), without a hit: at the highest dose activation, usual class: activators; alpha7betagal myoblasts, beta-gal FDG fluorescence, 48 h;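 note: potency is the fitted concentration of half-maximal effect; 100% = response of the positive control SU9516; nearly all actives have a fitted effect of over 60% in size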
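Alpha7betagal+/- myoblasts (passage 13) were plated 16-24 hr, then exposed to compounds (1:260 dilution of DMSO stock) for 48 hours at 37C. After MPER lysis, β-galactosidase reporter activity was read as FDG fluorescence (ex 480/em 540) after 30 minutes.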
B2AR arrestin – beta2AR (human) beta-arrestin recruitment activity. Potency, µM (top dose mostly 46.1 µM), for the others: at the top dose activation, hits mostly activators. beta-arrestin recruitment to beta2AR, cell-based reporter. P07550. AID 492947. actives 0.02% (n = 330,000);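 note: potency is the fitted concentration of half-maximal effect; 0% = DMSO controls and full agonism = EC100 isoproterenol or metaproterenol; nearly all actives have a fitted effect of over 65% in size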
Eya2 phos inh – inhibitors of human Eya2 phosphatase activity; recombinant Eya2, OMFP fluorescence dephosphorylation (OMFP is methylfluorescein phosphate); Potency, µM (titrated, usually from 76.9 µM), inactives show at the top dose activity, negative = inhibition, most hits filed as inhibitors; actives 0.006% (n = 330,000); AID 488837; note: potency is the fitted concentration of half-maximal effect; % is set by controls: 0 for no effect and ±100 for the full control effect
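Eya2 protein (added as 0.2 uM solution) was preincubated with compound for 10 min at ambient temperature in 50 mM HEPES pH 7.5, 50 mM NaCl, 5 uM MgCl2, 0.05% BSA, 1 mM DTT. OMFP (added at 50 uM) then reacted 10 min; fluorescence read at 485/525 nm.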
p53 reactivation – mutant p53 re-activation in reporter cells | H1299 p53-A138V BP100-luciferase reporter, luminescence, 24 h | Potency, µM (highest dose often 92.2 µM), for inactives: at the top dose activity change, positive = activation, usual class: activators | actives 0.063% (n = 320,000); note: potency is the fitted concentration of half-maximal effect; % of control where 0% means no effect; nearly all actives have a fitted effect of over 45% in size
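H1299 (p53-null), stable ts p53-A138V + BP100-Luc; 1000 cells/well, Opti-MEM/10% FBS; cpd 4 pt, 1:5; 24 h, 37 deg C, 5% CO2; detection reagent 10 min RT; luminescence.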
USP2a block – blocks human ubiquitin-specific protease USP2a. actives 0.01% (n = 330,000). Potency, µM (series often up to 38.3 µM), for inactives: at the highest dose activity change, negative = inhibition, actives largely listed as inhibitors. AID 463254. USP2 core, Ub-CHOP2 coupled fluorogenic reporter, 485/531;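 note: potency is the fitted concentration of half-maximal effect; plate controls were DMSO wells for no effect and full inhibition by NEM control for full effect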
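Deubiquitinase activity read as fluorescence (485/531 nm) after Ub-CHOP2 cleavage activates the enterokinase reporter on its substrate; USP2 core 10nM, Ub-CHOP2 and substrate 25nM each, 30min compound preincubation then 60min RT; data normalized to NEM, curves fitted.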
TRPV1 agonist – activates the human vanilloid receptor TRPV1; activation, % at 8.33 µM; AID 540275; TRPV1-expressing cells, Fluo-8 calcium influx, agonist mode; actives 0.19% (n = 320,000); Q8NER1; in the data active = activation above about 80%; inconclusive = between about 30% and that limit; note: 0% is about no effect
Target sequence (Q8NER1 whole entry, looked up): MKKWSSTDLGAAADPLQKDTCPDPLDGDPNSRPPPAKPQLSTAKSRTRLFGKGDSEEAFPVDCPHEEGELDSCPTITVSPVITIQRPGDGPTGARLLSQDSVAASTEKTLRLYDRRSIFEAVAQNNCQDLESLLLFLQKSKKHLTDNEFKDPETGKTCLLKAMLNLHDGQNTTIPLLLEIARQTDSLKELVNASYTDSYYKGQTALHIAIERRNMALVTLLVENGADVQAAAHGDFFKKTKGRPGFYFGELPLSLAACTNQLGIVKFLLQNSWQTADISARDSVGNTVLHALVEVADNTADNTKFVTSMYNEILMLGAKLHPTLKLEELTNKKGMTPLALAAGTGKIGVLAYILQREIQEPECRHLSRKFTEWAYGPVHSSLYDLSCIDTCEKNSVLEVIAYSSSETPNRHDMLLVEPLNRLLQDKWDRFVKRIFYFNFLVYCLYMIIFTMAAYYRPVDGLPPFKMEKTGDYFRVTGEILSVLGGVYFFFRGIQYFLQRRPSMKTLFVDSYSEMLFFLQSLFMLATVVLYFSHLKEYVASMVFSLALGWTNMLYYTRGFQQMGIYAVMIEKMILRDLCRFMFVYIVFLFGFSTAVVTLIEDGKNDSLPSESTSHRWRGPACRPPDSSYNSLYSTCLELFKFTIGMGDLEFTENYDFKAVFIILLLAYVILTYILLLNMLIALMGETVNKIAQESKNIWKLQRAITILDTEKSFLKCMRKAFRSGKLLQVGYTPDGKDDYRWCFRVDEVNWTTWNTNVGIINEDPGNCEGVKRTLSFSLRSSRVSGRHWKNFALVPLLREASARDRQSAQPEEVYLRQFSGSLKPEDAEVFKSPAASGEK
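Cells expressing TRPV1 were dye-loaded with Fluo-8 and read kinetically: 10 s baseline, 3 min after compound (agonist portion), then 2 min after EC20 capsaicin (allosteric enhancer portion). Calcium-bound dye fluorescence at 480/520 nm.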
BRCA1 expr act – activators of BRCA1 expression; MCF7-BRCA1-FFLuc reporter, luminescence, 48 h; response scale: scaled: vehicle 0%, 10 µM genistein 100%; Potency, µM (series often up to 46.1 µM), for the others: at the highest dose activation, usual class: activators; actives 1.1% (n = 380,000); note: potency is the fitted concentration of half-maximal effect; nearly all actives have a fitted effect of over 80% in size; some results filed as inactive show a strong effect at the top dose
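MCF7-BRCA1-FFLuc cells, 2000/well in phenol-red-free MEM, attached 2 h then treated 48 h at 37 C. Luciferase luminescence read 15 min after reagent; normalized to genistein maximum activation (10microM) and DMSO, concentration-response fitted.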
S-ASM inh – blocks human secretory acid sphingomyelinase; placental ASM, HMU-PC fluorogenic substrate, 60 min; Potency, µM (series often up to 57.5 µM), without a hit: at the top dose activity change, negative = inhibition, usual class: inhibitors; AID 504937; actives 0.006% (n = 340,000); note: potency is the fitted concentration of half-maximal effect
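Steps: dispense placental human ASM, pin compound, wait 10 min at room temperature, add HMU-PC0 substrate at 9 uM final, incubate 60 min at 37 °C, add stop solution raising pH to 10, read fluorescence.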
* = called active by the depositor; ? = inconclusive; . = not tested or not shown; [ ] = remark or other dose. Unless noted, calls come from the whole dose curve; as a rule, active = well fitted curve in the direction sought with a large enough effect; inconclusive = small, poorly fitted or top-dose-only effect, or another doubt; inactive = no such curve, though single readings can be large; an effect the other way counts as inactive or inconclusive.

Compound	ELG1 genotox	TSG101-PTAP inh	uPA generation	Integrin act MD	B2AR arrestin	Eya2 phos inh	p53 reactivation	USP2a block	TRPV1 agonist	BRCA1 expr act	S-ASM inh
CC(C)Cn1c(N)cc(=O)n(C)c1=O	5.4%	-0.5%	2.7%	0.7%	-0.1%	-11.3%	6.5%	3.9%	3.5	-32.4%	5.7%
CSc1ccccc1OCc1cc(C(=O)NC(C)CCn2cccn2)no1 (stereo not given)	-2.9%	.	7.3%	9.1%	0.2%	3.6%	1.3%	0.2%	4.9	9.7%	2.1%
CCOC(=O)C1C(=O)C=C(c2ccc(OC)cc2)CC1c1ccco1 (stereo not given)	4.1%	-1.3%	-6.4%	-11.5%	-0.2%	14.3%	7.8%	-0.5%	9.1	-0.5%	1.8%
CC1CC(C)(C)NC(=S)N1CCCC(=O)Nc1ccc(Cl)cc1 (stereo not given)	-0.8%	-3.0%	3.1%	-15.3%	0.0%	-15.8%	-3.1%	1.1%	1.9	-0.8%	0.2%
CCOC(=O)N1CCC(=NNC(=O)COc2cccc(C)c2)CC1	0.1%	-6.3%	0.9%	2.1%	-0.1%	4.6%	-8.6%	3.1%	5.4	-10.5%	-1.9%
COc1ccc(CNCCCn2cnc3c(OCc4ccccc4)ncnc32)cc1	.	-2.0%	-11.6%	-12.5%	.	.	.	.	.	-14.9%	3.6%
CCOC(=O)N1CCN(C(=O)C2CCC(CNS(=O)(=O)c3ccc(Cl)cc3)CC2)CC1 (stereo not given)	-5.0%	-2.2%	6.4%	-20.9%	-0.3%	-3.6%	-1.6%	2.1%	-1.9	-19.1%	-0.8%
COCCN1CCN(c2cc(-c3ccccc3)nc3cc(-c4cccc(F)c4)nn23)CC1	-13.0%	-2.4%	8.0%	-1.7%	-2.3%	-7.9%	-9.2%	1.2%	3.3	-60.9%	139.8%[activator]
CSc1ccccc1C(=O)C1CCCN(Cc2cnn(-c3ccccc3)c2)C1 (stereo not given)	-9.1%	-1.1%	6.5%	-39.8%	-0.4%	4.9%	-3.7%	-0.6%	14.7	-30.1%	0.1%
CC(=O)Nc1ccc(C(=O)NCC(=O)OCc2c(F)cccc2Cl)cc1	3.1%	-3.2%	3.7%	-14.4%	0.9%	-3.2%	7.1%	3.9%	5.9	-10.2%	3.3%
COc1ccc(NC(=O)C2CCCN(S(=O)(=O)c3cccs3)C2)cc1OC (stereo not given)	-6.9%	0.4%	6.4%	11.9%	0.2%	-9.9%	-1.4%	4.1%	1.4	0.7%	-0.6%
O=C(CSc1nc(-c2ccc(F)cc2)nc2ccc(F)cc12)Nc1cccc(C(=O)O)c1	0.0%	-4.1%	-2.2%	?	0.2%	15.5%	-3.3%	0.2%	-0.7	-21.5%	1.6%
COc1ccc(NS(=O)(=O)c2ccc3nc(COc4cccc5ccccc45)[nH]c3c2)cc1	-10.5%	-0.5%	-18.7%	-60.4%[inhibitor]	3.9%	-9.7%	10.8%	-2.3%	2.1	-83.1%	-11.5%
O=C(O)c1oc2ccccc2c1CN1CCN(c2ccccc2)CC1	0.1%	-2.2%	8.2%	-4.1%	-0.2%	6.2%	-8.9%	1.2%	-2.9	10.3%	3.4%
COc1cccc(C(=O)NN2C(=S)N(c3ccccc3)C(=O)C2CC(N)=O)c1 (stereo not given)	?	0.1%	-0.7%	?	-0.3%	4.8%	22.6%	-1.2%	2.8	3.1%	7.8%
Cc1c(C(=O)N2CCN(S(=O)(=O)c3ccccc3)CC2)oc2ccc(Br)cc12	-5.3%	0.2%	0.6%	19.9%	-0.9%	-0.7%	2.2%	2.1%	.	-23.6%	-7.3%
CCc1ccc(NC(=O)C(NS(=O)(=O)c2ccc3c(c2)CCN3C(C)=O)C(C)C)cc1 (stereo not given)	0.9%	0.9%	-10.0%	0.0%	0.6%	0.1%	2.0%	-0.3%	6.1	3.4%	-0.3%
O=C1[C@H](Cc2ccccc2)NCC=CC[C@H](c2ccco2)N1Cc1ccccc1	.	-0.1%	-2.7%	19.2%	.	.	.	.	.	4.6%	0.2%
O=C1c2ccccc2C(=O)N1CC(=O)N1c2ccccc2Sc2ccccc21	-4.4%	-9.0%	-9.7%	-6.6%	0.1%	1.0%	-0.3%	3.1%	-2.0	3.9%	-2.5%
Cc1ccc(S(=O)(=O)c2c(N)n(C)c3nc4ccccc4nc23)cc1	-0.3%	-0.7%	-15.3%	-45.9%[inhibitor]	0.6%	-2.3%	-6.2%	-1.4%	0.8	-31.1%	.

2 entries from above, with two lines to a compound:
Under each structure: ELG1 genotox, TSG101-PTAP inh, uPA generation, Integrin act MD, B2AR arrestin, Eya2 phos inh, p53 reactivation, USP2a block, TRPV1 agonist, BRCA1 expr act, S-ASM inh
- CC(C)Cn1c(N)cc(=O)n(C)c1=O
 : 5.4%, -0.5%, 2.7%, 0.7%, -0.1%, -11.3%, 6.5%, 3.9%, 3.5, -32.4%, 5.7%
- CSc1ccccc1OCc1cc(C(=O)NC(C)CCn2cccn2)no1 (stereo not given)
 : -2.9%, ., 7.3%, 9.1%, 0.2%, 3.6%, 1.3%, 0.2%, 4.9, 9.7%, 2.1%

(further entries)
Compound	ELG1 genotox	TSG101-PTAP inh	uPA generation	Integrin act MD	B2AR arrestin	Eya2 phos inh	p53 reactivation	USP2a block	TRPV1 agonist	BRCA1 expr act	S-ASM inh
O=C(Nc1ccc(F)cc1)N1CCN(C(=O)C2CCCO2)CC1 (stereo not given)	8.2%	-5.7%	2.1%	27.1%	-0.8%	-2.3%	12.3%	-3.4%	0.6	14.4%	4.0%
Clc1ccccc1N1CCN(Cc2ccco2)CC1	1.3%	-1.3%	8.4%	8.8%	-0.3%	-2.8%	-7.1%	0.8%	0.8	43.2%	2.0%
COc1ccc(C(C(=O)NC2CCCCC2)N(CC2CCCO2)C(=O)C2COc3ccccc3O2)cc1OC (stereo not given)	6.6%	-1.9%	0.2%	20.4%	2.6%	-2.6%	-4.6%	3.7%	4.3	6.8%	-0.7%
CCCCOC(=O)c1ccc(NC(=O)c2c(OC)cccc2OC)cc1	0.0%	-5.0%	13.9%	17.7%	0.5%	-4.0%	-4.1%	-0.5%	-2.3	1.7%	-1.0%
Cn1c(NNC(=O)CCC2CCCCC2)cc(=O)n(C)c1=O	-2.8%	0.7%	-4.5%	21.1%	-0.5%	3.0%	-1.7%	0.8%	0.0	-26.8%	10.1%
CCC(=O)Nc1ccc2oc(-c3cccnc3)nc2c1	?	-10.1%	-2.3%	0.0%	0.5%	6.1%	18.8%	11.9%	1.8	10µM*	11.5%
O=S(=O)(Nc1c(O)ccc2ccccc12)c1ccc(F)cc1	.	-1.0%	1.8%	-18.8%	.	.	.	.	.	-47.9%	15.2%
CCOCCCNC(=O)C1CCCN1S(=O)(=O)c1ccc(Cl)cc1 (stereo not given)	-2.1%	-2.6%	3.6%	2.8%	0.2%	-6.4%	0.0%	2.7%	-1.4	-1.5%	1.1%
COc1cc(/C=C(\NC(C)=O)C(=O)N2CCCCC2)ccc1OC(C)=O	2.6%	3.1%	4.7%	4.0%	-0.8%	4.1%	.	2.0%	-1.0	-0.2%	-2.6%
COc1ccc(CSCC(=O)N/N=C/c2ccccc2O)cc1	?	-4.2%	0.5%	-10.2%	0.0%	16.9%	9.3%	0.5%	22.7	-39.8%	257.0%[activator]
c1ccc(NCc2nc(-c3ccccc3)no2)cc1	23.1µM*	-11.0%	2.8%	-6.0%	-0.1%	5.4%	?	1.2%	-13.4	51.2%	-5.8%
COc1cc(/C=C2\CC/C(=C\c3ccc(OCCO)c(OC)c3)C2=O)ccc1OCCO	-3.7%	0.3%	-15.2%	-3.8%	?	6.5%	7.4%	0.3%	?	-6.1%	4.1%
C=CCNC(=O)C1CC(=O)N(c2ccc(OCC(=O)Nc3ccccc3)cc2)C1 (stereo not given)	?	-4.1%	2.0%	-3.3%	0.0%	7.8%	?	1.8%	0.4	?	-0.2%
C=CCNC(=O)C1CC(=O)N(c2ccc(C)cc2)C1 (stereo not given)	-4.1%	-2.0%	6.1%	-18.3%	-0.5%	-1.8%	4.8%	0.7%	4.9	0.0%	2.2%
COCCNC(=O)c1ccccc1NC(=O)Nc1ccccc1	-0.1%	-0.5%	0.3%	-15.7%	0.2%	10.1%	-0.5%	-0.8%	0.4	0.0%	-3.8%
CNC(=O)NC(=O)CSc1ccc(S(=O)(=O)N2CCOCC2)cn1	0.7%	-0.4%	17.8%	-5.5%	4.3%	23.3%	8.7%	3.0%	-1.2	10.3%	0.6%
